Source: PubChem BioAssay
M5 antag: blocks acetylcholine activation of human M5 receptor; P08912; inhibition, % at 3 µM; 0.59% of 360,000 active; CHO-hM5 cells, Fluo-8 calcium fluorescence, ACh EC80;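 active means inhibition above a per-plate cutoff, the mean of that plate's test compounds plus 3 SD, cut at about 27% in these data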;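 further: 0% = acetylcholine EC80 with DMSO and 100% = DMSO without agonist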
CRFR2-BP ag: CRF-BP/CRF-R2 complex agonism | HEK293 CRF-R2/CRF-BP, calcium dye fluorescence (FLIPR); percent of saturating CRF peptide response | activation, % at 13.2 µM | 0.46% of 350,000 active | AID 588473;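 active means activation of at least 50%, plus an integration ratio under a set limit after plate pattern correction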;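 further: plate controls were neutral control wells without compound for no effect and CRF at EC100 for full effect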
CHRM1 PAM: positive allosteric modulators of human M1 muscarinic receptor; P11229; CHO-K1 hM1, Fluo-8 calcium fluorescence, ACh EC20; 0% = ACh EC20, 100% = maximal ACh; activation, % at 3 µM; 0.088% of 360,000 active; AID 588819; in the data active means activation above about 19%, passing the limit was not always enough
Target sequence (P11229 whole entry, looked up): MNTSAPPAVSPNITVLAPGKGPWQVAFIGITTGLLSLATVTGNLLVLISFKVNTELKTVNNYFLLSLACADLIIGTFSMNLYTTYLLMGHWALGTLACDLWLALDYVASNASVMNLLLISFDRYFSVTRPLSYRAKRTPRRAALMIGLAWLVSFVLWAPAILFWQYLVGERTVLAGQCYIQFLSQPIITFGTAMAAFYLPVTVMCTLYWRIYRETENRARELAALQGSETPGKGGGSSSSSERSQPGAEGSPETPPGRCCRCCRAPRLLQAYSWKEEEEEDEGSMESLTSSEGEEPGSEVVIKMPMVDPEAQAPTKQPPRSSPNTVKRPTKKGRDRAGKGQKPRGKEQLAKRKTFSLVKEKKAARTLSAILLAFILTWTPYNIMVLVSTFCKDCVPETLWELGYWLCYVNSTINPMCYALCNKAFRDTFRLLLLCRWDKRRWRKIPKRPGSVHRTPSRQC
CHRM4 agonist: agonists of human muscarinic M4 receptor (CHRM4). P08173. CHO-K1 hM4/Gqi5, Fluo-8 calcium fluorescence; vehicle 0%, full acetylcholine response 100%. activation, % at 3 µM. 0.14% of 360,000 active. AID 624127;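 active means activation above the run mean over all test wells plus 3 SD, cut at about 32% in these data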;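 further: peak over basal fluorescence ratio per well then scaled between controls; 0% = DMSO wells and 100% = acetylcholine at EC100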
Target sequence (P08173 whole entry, looked up): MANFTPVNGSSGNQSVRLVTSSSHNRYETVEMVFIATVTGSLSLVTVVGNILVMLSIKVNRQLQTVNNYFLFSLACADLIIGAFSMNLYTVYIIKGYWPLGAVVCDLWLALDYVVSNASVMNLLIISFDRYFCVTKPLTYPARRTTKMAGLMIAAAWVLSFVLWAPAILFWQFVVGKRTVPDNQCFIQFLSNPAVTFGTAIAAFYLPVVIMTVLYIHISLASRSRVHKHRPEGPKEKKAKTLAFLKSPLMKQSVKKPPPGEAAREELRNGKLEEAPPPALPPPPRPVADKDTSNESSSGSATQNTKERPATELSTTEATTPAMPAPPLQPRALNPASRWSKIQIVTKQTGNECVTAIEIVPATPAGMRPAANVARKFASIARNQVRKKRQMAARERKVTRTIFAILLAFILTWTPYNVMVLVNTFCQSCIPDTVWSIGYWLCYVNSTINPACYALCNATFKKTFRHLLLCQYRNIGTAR
M4 antag: antagonists of human muscarinic M4 receptor (CHRM4); CHO-hM4 cells, ACh EC80, Fluo-8 calcium fluorescence; P08173; inhibition, % at 3 µM; 0.73% of 360,000 active;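 active means inhibition above its plate's cutoff, the mean inhibition of sample wells plus 3 SD, cut at about 27% in these data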;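 further: 0% = acetylcholine EC80 with DMSO and 100% = DMSO without agonist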
M5 ag: CHRM5 agonism in calcium assay | P08912 | CHO-K1 hM5 cells, Fluo-8 calcium fluorescence; 0% DMSO wells, 100% maximal acetylcholine response | activation, % at 3 µM | 0.19% of 360,000 active | AID 624037;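 active means activation above the run's mean over test compounds plus 3 SD, cut at about 23% in these data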;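 further: signal is peak over basal fluorescence ratio across the kinetic read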
CRFR2-BP antag: antagonists of CRF-binding protein/CRF-R2 receptor complex. AID 588475. inhibition, % at 11.8 µM. HEK293 CRF-R2/CRF-BP, CRF-induced calcium fluorescence. 0.59% of 350,000 active;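 active means inhibition of the ligand-induced calcium signal above about 50% at the single tested concentration, limit read from the data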
M5 PAM: CHRM5 positive allosteric modulation | activation, % at 3 µM | CHO-K1 hM5, Fluo-8 calcium, ACh EC20 PAM; 0% = ACh EC20, 100% = ACh EC100 | 0.3% of 360,000 active | P08912;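 active means activation above the run cutoff, the mean activation of all test compounds plus 3 SD, cut at about 18% in these data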
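System – CHO-K1 hM5 cells · Compound – 3 µM, single dose · Incubation – compound preincubation 140 s before EC20 acetylcholine addition · Technique – Fluo-8 calcium fluorescence · Measure – Max/basal fluorescence ratio as % of EC20–EC100 ACh window · Benchmarks – low control EC20 acetylcholine (0%), high control EC100 acetylcholine (100%) · Replication – singlicate, one well per test compound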
CHRM4 PAM: potentiates acetylcholine response at human M4 receptor; P08173; CHO-K1 hM4/Gqi5, Fluo-8 calcium fluorescence, ACh EC20; 0% = ACh EC20, 100% = maximal ACh; activation, % at 3 µM; 0.4% of 360,000 active; AID 624126;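 active means activation above its plate's cutoff, the mean activation of sample wells plus 3 SD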; further: some results filed as inactive read as strong as hits
Numbers without * were called inactive; nt = not tested or not shown.

SMILES	M5 antag	CRFR2-BP ag	CHRM1 PAM	CHRM4 agonist	M4 antag	M5 ag	CRFR2-BP antag	M5 PAM	CHRM4 PAM
NS(=O)(=O)c1ccc(CCNC(=O)c2ccc(Cl)nc2)cc1	20	3.7	-5	7	1	-1	-6	-11	-9
CS(=O)(=O)NNC(=O)c1csc(Cc2c(Cl)sc3ccc(Cl)cc23)n1	15	-0.2	16	1	-3	2	3	-1	5
CCOc1ccc(NC(=O)c2cccc(NC(C)=O)c2)cc1S(=O)(=O)N1CCCC1	-5	0.6	-3	1	-10	3	-2	8	0
C#CC(=O)N(c1ccc(OC)cc1OC)C(C(=O)NC1CCCC1)c1cccs1 (stereo unspecified)	3	-0.1	7	1	6	-2	-5	-2	6
Cn1cncc1C#Cc1c(C=O)n(C)c2ccccc12	-1	-0.2	8	1	17	-8	1	8	6
COCCN(C(=O)CSc1nnc(Nc2ccc(C)cc2)s1)c1c(N)n(CC(C)C)c(=O)[nH]c1=O	13	0.8	8	-1	2	-3	-5	-5	-3
C/C=C(\C)C(=O)OC(C)(C)[C@@H]1Cc2cc3ccc(=O)oc3cc2O1	0	-2.5	-5	0	-9	-6	8	-9	-2
O=C(COC(=O)c1ccc(Cl)nc1)Nc1nnc(-c2ccccc2)o1	23	-2.0	5	17	-2	1	17	-19	-3
O=C(CNC(=S)N(Cc1ccccc1)Cc1cccnc1)NCc1ccccc1	6	1.7	-2	3	-4	-3	-9	2	-1
COCCNC(=O)CCn1c(=O)oc2ccccc21	-1	-0.6	6	1	2	-3	-13	3	1
CCC(C)(C)C1CCC2(CC1)NC(=O)N(CC(=O)N(C)CC(=O)Nc1ccccc1C(F)(F)F)C2=O (stereo unspecified)	-13	-2.9	6	1	-19	0	11	0	-8
CCC1(C)OC(=O)N(CCCn2ccnc2C)C1(C)O (stereo unspecified)	-1	0.2	1	1	-10	-4	-6	-2	12

Some entries already given, showing only CHRM4 PAM.
canonical_smiles	CHRM4 PAM
C#CC(=O)N(c1ccc(OC)cc1OC)C(C(=O)NC1CCCC1)c1cccs1 (stereo unspecified)	6
Cn1cncc1C#Cc1c(C=O)n(C)c2ccccc12	6
COCCN(C(=O)CSc1nnc(Nc2ccc(C)cc2)s1)c1c(N)n(CC(C)C)c(=O)[nH]c1=O	-3
C/C=C(\C)C(=O)OC(C)(C)[C@@H]1Cc2cc3ccc(=O)oc3cc2O1	-2

Entries from the list above that contain two or more sulfur atoms:
SMILES	M5 antag	CRFR2-BP ag	CHRM1 PAM	CHRM4 agonist	M4 antag	M5 ag	CRFR2-BP antag	M5 PAM	CHRM4 PAM
CS(=O)(=O)NNC(=O)c1csc(Cc2c(Cl)sc3ccc(Cl)cc23)n1	15	-0.2	16	1	-3	2	3	-1	5
COCCN(C(=O)CSc1nnc(Nc2ccc(C)cc2)s1)c1c(N)n(CC(C)C)c(=O)[nH]c1=O	13	0.8	8	-1	2	-3	-5	-5	-3

The results go on.
SMILES	M5 antag	CRFR2-BP ag	CHRM1 PAM	CHRM4 agonist	M4 antag	M5 ag	CRFR2-BP antag	M5 PAM	CHRM4 PAM
COC(=O)c1cc2n(n1)CCCNC2=O	-8	-2.1	14	1	-6	-1	7	3	3
CC(C)N1CCc2c(sc(NC(=O)c3ccc(S(=O)(=O)N4CCOCC4)cc3)c2C#N)C1	-2	131*	2	2	-3	2	-65	-3	6
CC(=O)Nc1ccc(N2CCN(c3ccc(F)cc3)CC2)cc1	14	-1.1	2	0	-4	-3	-4	4	2
O=C(CCC(=O)N1CCOc2ccccc21)Nc1ccccc1Cl	-3	-2.5	-2	1	-3	1	7	-4	-8
CCOc1ccccc1Oc1c(C)oc2c(CN3CCN(CCO)CC3)c(O)ccc2c1=O	-6	-1.2	11	1	-5	1	8	10	2
COc1ccc(C)cc1S(=O)(=O)N(CC(=O)Nc1cccc([N+](=O)[O-])c1)c1ccc(C)cc1	-2	0.5	-6	2	-4	-4	0	-4	-18
Cc1noc(C)c1COc1cccc(C(=O)OCC(=O)NC(=O)c2ccc(OC(F)F)cc2)c1	-3	0.9	10	1	-9	-2	-2	2	-3
CC(Oc1ccc2ccc(=O)oc2c1)C(=O)N1CCOCC1 (stereo unspecified)	7	-1.1	3	1	0	2	12	2	2
O=C(Nc1ccccc1N1CCOCC1)c1ccc(F)c(S(=O)(=O)N2CCOCC2)c1	-4	-0.5	3	2	1	6	-4	1	14
C=CCn1c(Cc2ccc(OCC)cc2)nnc1SCC(N)=O	-5	-4.4	3	0	-4	-1	16	-6	0
NCCCCC(=O)O	1	-0.3	-2	1	-1	0	-14	-4	3
COc1ccc(CC(N)c2csc(NC(=O)Nc3ccccc3Oc3ccccc3)n2)cc1 (stereo unspecified)	4	nt	3	14	5	-1	nt	-3	-1

Record cards (already shown). Order of values: M5 antag | CRFR2-BP ag | CHRM1 PAM | CHRM4 agonist | M4 antag | M5 ag | CRFR2-BP antag | M5 PAM | CHRM4 PAM
Record of `O=C(Nc1ccccc1N1CCOCC1)c1ccc(F)c(S(=O)(=O)N2CCOCC2)c1` : -4 | -0.5 | 3 | 2 | 1 | 6 | -4 | 1 | 14
Record of `CCOc1ccccc1Oc1c(C)oc2c(CN3CCN(CCO)CC3)c(O)ccc2c1=O` : -6 | -1.2 | 11 | 1 | -5 | 1 | 8 | 10 | 2

Next section
SMILES	M5 antag	CRFR2-BP ag	CHRM1 PAM	CHRM4 agonist	M4 antag	M5 ag	CRFR2-BP antag	M5 PAM	CHRM4 PAM
CSc1c(CC(=O)Nc2ccccc2)n(Cc2ccccc2)c2ccccc12	-9	0.8	-12	0	-7	0	24	2	-2
CSCCC(NC(=O)COc1ccccc1)C(=O)N(C)Cc1ccc(SC)cc1 (stereo unspecified)	16	-1.1	-12	21	8	1	0	-27	-11
Cc1ccc(N2CCN(S(=O)(=O)c3ccc(F)cc3)CC2)c(C)c1	2	4.2	-2	1	4	0	-28	-6	-1
CCOC(=O)C1=C(C)NC(=O)NC1C (stereo unspecified)	-1	0.1	1	1	3	-1	-11	-1	6
COc1ccc(NC(=O)c2sc3nc(N4CCOCC4)c4c(c3c2N)CC(C)(C)OC4)c(OC)c1	1	-1.8	3	3	-5	-4	8	0	7
Cc1c(Cl)c(-c2n[nH]c(=S)n2CC(C)C)nn1C	0	1.5	3	1	-4	-2	13	1	-6
CN(C(=O)c1ccncc1)c1nnc(-c2ccccn2)s1	6	-0.4	-1	0	5	-2	6	-1	4
CCN(CC)S(=O)(=O)c1cccc(C(=O)Nc2ccc3c(c2)OCO3)c1	9	-1.8	-1	3	-21	-2	55*	-12	8
N#Cc1ccc(CSc2ccccn2)c(Cl)c1	-24	-0.1	-1	-1	2	-10	23	-5	-5
O=C(CCN1CCN(CCO)CC1)Nc1ccc(C2CCCC2)cc1	-9	-0.5	0	3	-7	-7	-3	-3	11
CSc1nnc(-c2ccccc2)c(=O)[nH]1	-4	1.5	-4	0	-7	-1	3	-2	6
Cc1ccc(C(=O)COC(=O)CCNS(=O)(=O)c2ccccc2F)cc1	1	-0.3	-5	12	-1	8	-2	-11	-3
O=C(O)C1CCCCC1C(=O)Nc1ccc2c(c1)OCCO2 (stereo unspecified)	-3	-0.1	-1	0	7	3	7	-1	3
O=C(NCc1ccccc1)C(c1ccccc1)n1c(=O)c(-c2cc3ccccc3[nH]2)nc2ccccc21 (stereo unspecified)	6	nt	nt	5	-7	3	nt	-3	8
COc1cc2c(cc1OC)CN(C(=O)/C=C/c1ccc([N+](=O)[O-])cc1)CC2	5	0.2	5	6	-1	1	2	-3	0
O=[n+]1cc(-c2ccc(Cl)cc2)n([O-])c2c1CCCCC2	10	-2.8	6	1	2	0	-18	4	16
COC(=O)c1ccccc1Oc1ccc(NC(=O)C(C)(C)CCl)cc1	6	0.9	-4	7	0	1	-1	-6	-13
O=C(Nc1ccccc1Cl)NC1(C(=O)NCc2ccncc2)CCCCC1	5	0.2	12	0	-12	-4	-1	0	4
COc1ccc(-c2c3c(nc4sc(C(=O)Nc5ccccc5)c(N)c24)CCC3)cc1	2	-2.0	9	-1	-10	-1	-16	0	4
CSc1ccccc1NC(=O)c1cccnc1	-7	9.2	-5	0	9	-3	-12	-2	-1
COc1ccc(OCC(=O)Nc2ccc(S(=O)(=O)N3CCCC3)cc2)cc1	-4	-1.7	19	7	-18	2	-11	4	-2
CCOC(=O)C(=CNc1ccc(O)c(C(=O)OC)c1)C(=O)OCC	-1	-0.6	8	-2	-13	7	14	16	8
CCOC(=O)C1=c2s/c(=C\c3cccnc3)c(=O)n2C(N)=C(C(=O)OC)C1c1cccnc1 (stereo unspecified)	-8	-2.4	10	2	-3	-1	11	12	5
COC(=O)C1=C(N)OC2=C(C(=O)CCC2)C1c1cccnc1 (stereo unspecified)	1	-0.1	13	0	6	-2	-3	5	13
CCc1cc(C)cc(OCCNC(=O)c2cncc(Br)c2)c1	6	-7.0	6	-1	10	-3	13	0	2
CCOC(=O)c1sc(=S)n(-c2ccccc2)c1N(C(C)=O)C(C)=O	2	-1.6	10	2	-4	-1	-25	0	11
CC(C)n1nnnc1SCC(=O)Nc1ccccc1N1CCOCC1	-3	0.4	6	1	0	-2	-18	2	3
CC1(c2nnnn2-c2ccc3c(c2)OCCO3)CCC(=O)N1Cc1ccc(F)cc1 (stereo unspecified)	2	nt	nt	1	-1	1	nt	-8	12
C=CCSc1n[nH]c(-c2ccc(OCCCC)cc2)n1	-2	1.2	-13	2	4	-1	-6	-5	6
CC1(C)OC(=O)C(=CNc2ccccc2F)C(=O)O1	-5	0.6	6	0	5	1	-12	0	0
Cc1nc2ccccc2c2oc(C(=O)N3CCN(C4CCCCC4)CC3)cc12	-6	-0.2	-14	14	-25	0	18	0	-6
C1=C(c2ccccc2)Nc2nnnn2C1c1cccs1 (stereo unspecified)	-6	2.8	1	1	1	0	-53	0	4
COc1ccccc1N1CCN(C(=O)CCSCc2ccccc2F)CC1	13	4.4	10	1	0	4	8	-3	-2
CCCCN1C(=O)C(CC(=O)NCc2cccc3ccccc23)CC(C(=O)N2CCOCC2)=C1C (stereo unspecified)	8	-0.5	5	2	-2	-1	0	-2	0
CC(=O)c1c(C)[nH]c(C(=O)/C(C#N)=C/c2cccc(C)c2)c1C	8	3.6	15	2	-6	-2	0	2	-5
CC1C(=O)Nc2ccccc2N1C(=O)c1ccc(F)cc1F (stereo unspecified)	11	-0.7	-13	23	-7	1	16	-13	-13
